High-throughput results deposited in PubChem BioAssay by several laboratories.
HSF1 activator – increases HSF-1 driven luciferase reporter signal. NIH3T3-HGL HSF-1 luciferase reporter, MG132, 8 h; 100% = twice DMSO control signal. activation, % at 9 µM. actives 1.7% (n = 300,000). AID 504408;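 active means mean replicate activation of at least 50% with a set share of replicates each reaching 50%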;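 further: 0% = median of the neutral control wells and 100% = twice that signal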
aSyn 5UTR inh – 5' untranslated region of α-synuclein, MLPCN primary screen | actives 0.82% (n = 300,000) | AID 1813 | alpha-synuclein 5'UTR reporter, inhibitor activity | inhibition, % (tested at 7.5 µM); in the data active means inhibition above about 60%;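 further: H4 neuroglioblastoma cells stably carrying SNCA 5'UTR luciferase fusion; 0% = DMSO wells and 100% = positive control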
HSF1 inhib – HSF1 inhibition; NIH3T3-HGL HSE-luciferase, MG132-induced, luminescence 8 h; stronger effect = lower value; activity change, negative = inhibition, % at 7.5 µM (by protocol); actives 0.77% (n = 300,000); AID 2098;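 active means more than half of replicate wells show activity change below -50%, luminescence cut by over half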;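 further: luciferase reports HSF-1 transcriptional activity via heat shock element; 0% = median of DMSO wells and -100% = zero luminescence signal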
AI-2 QS modul – modulates the Vibrio harveyi AI-2 quorum sensing system. AID 2094. actives 0.4% (n = 300,000). activity change, % at 7.5 µM. Vibrio harveyi JMH597 AI-2 luminescence/OD600 ratio, 9 h; stronger effect = lower value; strain lacks LuxN and CqsS sensors; 0 = neutral-control median; in the data active means activity change below about -75%, passing the limit was not always enough;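 further: luminescence divided by OD600 gain over 9 h not by final OD600 alone; inactives centre near 13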
PolyA inh – blocks polyadenylation in yeast reporter cells; S. cerevisiae SKY197-pL101 polyadenylation reporter, beta-gal luminescence; efflux-impaired pdr1/pdr3 knockout yeast; score 100 = 6 SD above DMSO; calls only at 12 µM; actives 0.02% (n = 300,000);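 active means lowest replicate activity score at least 50, where 100 means six control SD above control mean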;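 further: yeast exposed to compound for 9 h at 30 °C; higher score means more reporter readthrough which indicates perturbed polyadenylation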
HSP90 refold inh – inhibitors of HSP90 luciferase refolding in rabbit reticulocyte lysate | luciferase refolding luminescence, 3 h | inhibition, % at 5.6 µM | actives 0.91% (n = 290,000) | AID 1789;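 active means inhibition above the screen-wide mean plus 3 SD, computed separately per campaign, cut at about 16% in these data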;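 further: 0% = DMSO wells and 100% = 60 µM geldanamycin wells; inhibitors lower the luminescence because luciferase stays unfolded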
KLF5 inh – suppresses KLF5 promoter-driven expression; DLD-1 KLF5 promoter-luciferase reporter, luminescence; inhibition, % at 5 µM; actives 0.23% (n = 290,000);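 active means inhibition above a per-plate limit of that plate's mean compound inhibition plus 3 SD, cut at about 60% in these data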;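 further: 0% = DMSO wells and 100% = LY294002 at 200 µM; higher means less KLF5 promoter-driven luciferase light; inactives centre near -14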
GSK3B inh – inhibitors of human GSK3beta kinase | P49841 | GST-GSK3beta kinase, ADP-Glo luminescence, 60 min; stronger effect = lower value | activity score (negative = inhibition), % at 10 µM | actives 0.038% (n = 300,000);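 active means more than half of replicate wells score below -50%, meaning over 50% inhibition versus plate controls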;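 further: 0% = median DMSO wells and -100% = median GW8510 positive control wells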
Target sequence (P49841 whole entry, looked up): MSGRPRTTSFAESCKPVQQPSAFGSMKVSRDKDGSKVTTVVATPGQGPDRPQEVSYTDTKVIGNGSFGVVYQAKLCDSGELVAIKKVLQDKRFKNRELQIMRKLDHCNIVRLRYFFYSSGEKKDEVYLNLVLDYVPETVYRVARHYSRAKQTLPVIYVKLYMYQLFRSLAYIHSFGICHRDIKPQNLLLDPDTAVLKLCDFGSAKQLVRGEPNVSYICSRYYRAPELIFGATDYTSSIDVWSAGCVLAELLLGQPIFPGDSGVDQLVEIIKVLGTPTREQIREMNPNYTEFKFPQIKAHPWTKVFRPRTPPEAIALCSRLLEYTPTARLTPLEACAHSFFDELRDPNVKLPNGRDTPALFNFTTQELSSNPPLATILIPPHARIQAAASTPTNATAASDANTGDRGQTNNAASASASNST
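Assay system: GST-tagged human GSK3beta kinase, cell-free; Input: 1.6 ng GSK3beta; Medium: Tris/MgCl2 kinase buffer; Timing: 60 min enzyme reaction, room temperature; Signal: ADP-Glo luminescence quantifying ADP generated by kinase; Evaluation: score relative to plate controls; Benchmarks: DMSO neutral wells and GW8510 at 20 µM as positive.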
GSK3 alpha inh – blocks human GSK-3 alpha kinase; P49840; ADP-Glo luminescence, 60 min; inhibition, % at 10 µM; actives 0.1% (n = 320,000); AID 2650;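 in the data active means inhibition above about 50%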;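 further: GST-tagged GSK-3 alpha with peptide substrate and 25 µM ATP; 0% = DMSO neutral wells and 100% = GW8510 positive control wells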
Target sequence (P49840 whole entry, looked up): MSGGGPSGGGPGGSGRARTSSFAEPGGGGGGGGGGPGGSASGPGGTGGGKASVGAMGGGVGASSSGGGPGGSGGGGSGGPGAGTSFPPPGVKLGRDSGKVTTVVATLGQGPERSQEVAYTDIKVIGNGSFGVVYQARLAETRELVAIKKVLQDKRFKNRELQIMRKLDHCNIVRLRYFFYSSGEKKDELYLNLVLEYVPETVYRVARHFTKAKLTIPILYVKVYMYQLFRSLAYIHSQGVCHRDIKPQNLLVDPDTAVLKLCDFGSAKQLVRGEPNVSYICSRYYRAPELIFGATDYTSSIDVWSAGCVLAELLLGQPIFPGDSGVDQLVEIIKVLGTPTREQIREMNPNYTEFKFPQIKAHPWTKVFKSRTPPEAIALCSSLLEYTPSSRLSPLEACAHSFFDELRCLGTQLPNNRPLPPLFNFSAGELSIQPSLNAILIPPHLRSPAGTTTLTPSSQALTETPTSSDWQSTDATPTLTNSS
IEC-6 tox – counter-screen for KLF5 inhibitors: cytotoxicity in IEC-6 cells. IEC-6 cytotoxicity, luminescence viability. inhibition, % at 5 µM. actives 0.78% (n = 290,000). AID 1825; in the data active means inhibition above about 22%;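 further: 0% = plate median of test compound wells and 100% = cytotoxic reference compound wells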
Active calls of the source: *; i = inactive; · = not tested or not shown. An excerpt; count on the stated rates, not on these rows.

SMILES	HSF1 activator	aSyn 5UTR inh	HSF1 inhib	AI-2 QS modul	PolyA inh	HSP90 refold inh	KLF5 inh	GSK3B inh	GSK3 alpha inh	IEC-6 tox
Cc1cc(O)ccc1Nc1nc(-c2sc(N)nc2C)cs1	·	·	·	16.6	i	33.7*	-3.2	-2.9	0.1	-3.5
COc1ccccc1CC(=O)Nc1ccc([N+](=O)[O-])cc1OC	2.7	17.5	1.2	9.5	i	-0.2	-26.1	6.2	-1.4	-0.4
COc1ccc(C(=O)/C=C/N(C)C)cc1	40.3	-8.9	2.0	28.4	i	-0.9	-24.3	-8.5	0.4	0.9
C/C(=C1\SC(N2CCOCC2)=NC1=O)c1ccccc1	3.1	-21.4	6.1	21.7	i	-2.3	-1.3	-0.4	-0.5	3.1
COC(=O)c1ccccc1NS(=O)(=O)c1c(C)noc1C	-19.1	33.3	-5.1	5.3	i	-1.2	-1.0	-3.4	0.0	1.9
CC(=O)Nc1ccc(S(=O)(=O)C(C#N)c2nc3ccccc3nc2NCCN2CCOCC2)cc1 (stereo unspecified)	-2.0	-4.0	-2.7	21.4	i	-0.7	-6.9	-2.3	0.0	-1.2
COc1ccccc1NC(=O)COC(=O)c1ccccn1	-1.1	-14.3	-2.4	8.7	i	-9.6	-6.8	3.0	-4.5	-2.1
COc1cc2c(cc1NC(=O)C(C)Sc1ccc(C)cc1)oc1ccccc12 (stereo unspecified)	21.8	-108.7	0.9	12.1	i	0.5	-12.3	2.2	-1.2	-5.7
COc1ccccc1/C=C/C(=O)Nc1cccc(C(C)=O)c1	20.4	-42.4	16.5	9.6	i	-3.2	-50.8	3.0	·	4.2
CCOC(=O)C1CCN(C(=O)c2sc3nc(-c4ccccc4)cn3c2C)CC1	-3.9	-35.4	-5.2	11.0	i	0.5	-11.5	0.9	1.8	-0.6

Ordered by count of non-hydrogen atoms (lowest first): some entries from above.
SMILES	HSF1 activator	aSyn 5UTR inh	HSF1 inhib	AI-2 QS modul	PolyA inh	HSP90 refold inh	KLF5 inh	GSK3B inh	GSK3 alpha inh	IEC-6 tox
C/C(=C1\SC(N2CCOCC2)=NC1=O)c1ccccc1	3.1	-21.4	6.1	21.7	i	-2.3	-1.3	-0.4	-0.5	3.1
Cc1cc(O)ccc1Nc1nc(-c2sc(N)nc2C)cs1	·	·	·	16.6	i	33.7*	-3.2	-2.9	0.1	-3.5
COc1ccccc1CC(=O)Nc1ccc([N+](=O)[O-])cc1OC	2.7	17.5	1.2	9.5	i	-0.2	-26.1	6.2	-1.4	-0.4
COc1cc2c(cc1NC(=O)C(C)Sc1ccc(C)cc1)oc1ccccc12 (stereo unspecified)	21.8	-108.7	0.9	12.1	i	0.5	-12.3	2.2	-1.2	-5.7

The list goes on.
SMILES	HSF1 activator	aSyn 5UTR inh	HSF1 inhib	AI-2 QS modul	PolyA inh	HSP90 refold inh	KLF5 inh	GSK3B inh	GSK3 alpha inh	IEC-6 tox
O=C(COC(=O)c1cccnc1Nc1ccccc1F)NCc1ccc2c(c1)OCO2	-9.5	14.8	-4.9	12.5	i	-3.7	2.9	4.6	-0.9	-5.6
O=S(=O)(Nc1ccc(Cl)cn1)c1cccs1	-7.1	2.6	2.8	33.6	i	1.4	-33.9	5.0	1.0	0.0
O=C(NCC1COc2ccccc2O1)C1CCCN(S(=O)(=O)c2cccc3nsnc23)C1 (stereo unspecified)	-2.3	1.9	0.9	-1.3	i	2.1	-17.6	-0.2	2.3	-4.6
CCCN1C(=O)C(O)(c2c(C)[nH]c3ccccc23)c2ccccc21 (stereo unspecified)	1.8	7.6	3.0	6.1	i	0.3	6.6	3.4	-7.4	0.8
COC(=O)c1cnn(-c2nc3c(C)cccc3s2)c1C	12.8	-15.1	9.9	-7.3	i	6.1	5.5	3.2	-3.1	2.9
COC(=O)N1CC(C)N(C(=O)OC)CC1C (stereo unspecified)	-7.9	30.4	1.5	17.5	i	3.4	-6.4	2.6	-1.4	-2.6
Cc1cccc(C(=O)NNC(=O)c2csc(N3CCOCC3)n2)c1C	5.0	1.5	1.7	13.9	i	·	·	4.7	3.2	·
O=C(NC(=S)Nc1ccc(CN2CCCCC2)cc1)c1cc2ccccc2o1	-2.3	-68.5	0.9	4.6	i	1.1	-30.2	-13.3	1.8	-4.9
CC(C)(C)C(=O)N1CCCC1C(=O)O (stereo unspecified)	11.5	-1.2	-9.7	10.0	i	7.7	-2.8	0.3	-3.1	6.6
COCc1nnc(NC(=O)CCSc2ccccc2)s1	4.0	-43.0	3.2	6.8	i	-2.2	-20.1	1.3	-2.1	-6.1
Cc1cc(NC(=O)CCCC(=O)OCC(F)(F)C(F)F)cc(C)c1C(=O)O	0.7	18.1	-2.4	-0.6	i	2.4	-20.1	0.8	0.5	2.0
CCC(=NCCc1ccc(OC)c(OC)c1)c1ccccc1O	-1.2	4.2	-1.6	8.5	i	1.9	-25.2	0.4	0.7	8.3
CCOc1ccc2nc(N=NC3=C(O)CC(C)(C)CC3=O)sc2c1	38.6	-97.8	25.1	-4.0	i	2.0	-12.2	-1.5	0.9	1.1
NC(=S)N/N=C1\CCOc2ccc(F)cc21	-18.4	14.9	-14.6	17.9	i	1.5	-11.7	0.7	0.6	2.5
CCOC(=O)c1cc(S(=O)(=O)N2CCN(C3CCCCC3)CC2)cn1C	-3.8	-6.9	0.4	14.6	i	1.7	-44.1	3.1	-2.2	-0.2
CN(C)CCCN(C(=O)c1ccc(C(=O)c2ccccc2)cc1)c1nc2cc3c(cc2s1)OCCO3	-48.4	-24.2	-42.5	16.1	i	0.2	-52.5	1.2	10.3	-5.2
CC(=O)Nc1cccc(Oc2cc(C#N)c(C#N)cc2N2CCCCCC2)c1	11.4	57.5	1.0	16.7	i	1.9	-6.4	-1.4	0.3	3.7
N#Cc1sc2nc(-c3ccccc3)cc(C(F)(F)F)c2c1N	-9.6	-56.1	2.7	20.9	i	8.2	-15.8	-1.3	·	10.6
C=CCn1c(CCNC(=O)c2cccs2)n[nH]c1=S	-7.1	15.6	-1.0	16.9	i	0.2	-12.8	4.2	12.6	2.1
Cc1cnc(C(=O)NCCc2ccc(Cl)cc2)cn1	24.9	-114.3	10.2	19.5	i	-5.1	-129.1	1.7	·	0.8
COc1ccc(-c2cc(C(F)(F)F)nc(NCc3cccs3)n2)cc1	-9.3	-9.9	-6.2	2.3	i	-0.7	-18.2	-1.7	-2.6	-3.5
Cc1ccc(NC(=O)[C@H](Cc2c[nH]c3ccccc23)NC(=O)[C@@H]2Cc3ccccc3CN2)c(C)c1	-1.1	22.7	-2.0	37.9	i	3.2	52.1	1.9	-1.8	31.5*
COc1cc(CNCc2ccccn2)ccc1OCc1ccccc1Cl	8.2	-42.8	2.7	17.6	i	3.2	-22.0	-17.4	2.2	1.2
c1ccc(N2CCN(c3ncnc4sc5c(c34)CCC5)CC2)cc1	-4.5	12.5	-3.5	17.7	i	4.5	2.4	0.1	-3.3	-0.6
CCCCCOc1ccc(C(=O)N(Cc2ccco2)C2CCS(=O)(=O)C2)cc1 (stereo unspecified)	15.5	3.3	2.9	18.6	i	1.0	-2.2	6.2	-2.0	-4.7
CC(NC(=O)Cc1ccccc1)C(c1ccccc1)N1CCOCC1 (stereo unspecified)	2.3	-10.2	-2.9	7.8	i	4.3	-40.4	-1.1	-2.3	-0.5
COc1ccc(CCNC(=O)Cc2ccc(OC)c(OC)c2)cc1OC	5.7	4.7	1.5	8.9	i	-5.5	-3.9	0.1	-2.1	-1.1
C=CCn1c(O)c(C=Nc2ccc(Cc3ccncc3)cc2)c(=O)[nH]c1=S	-13.4	9.8	6.5	25.0	i	-0.5	-9.9	2.4	0.0	-0.7
COC(=O)c1c(NC(=O)CN2CCN(c3ccccc3OC)CC2)c2cc(C)ccc2n1C	-6.6	14.0	-3.2	-0.9	i	-3.1	-28.8	0.8	-1.1	-5.8
O=C(N/N=C/c1ccc(O)cc1O)C1CC1	12.5	-14.4	5.1	7.4	i	·	·	0.7	0.4	·
Cc1ccc(NC(=O)CSc2nccn2Cc2ccco2)c(C)c1	28.3	-46.5	22.6	4.2	i	8.1	-63.9	0.4	-2.8	3.7
CCC(C)Nc1c2c(nc3c(-c4ccccc4)c(C)nn13)CCC2 (stereo unspecified)	4.8	35.2	-3.3	9.4	i	-3.0	14.4	1.7	-1.3	-3.4
COc1ccc(C2=Nn3c(nnc3-c3ccncc3)SC2)cc1OC	8.8	71.8*	3.6	18.4	i	3.5	-2.5	2.6	67.3*	0.4
Cc1nc(NCC2CCCO2)c2oc3ccccc3c2n1 (stereo unspecified)	0.6	-14.3	-6.9	2.9	i	-6.4	-3.4	-1.8	-0.1	1.6
Cc1c(N)cc(N)cc1C(=O)O	-26.2	-6.4	-10.6	5.9	i	-2.6	-4.2	0.1	0.9	-16.1
Cc1[nH]c(C)c(S(=O)(=O)NCc2ccc(F)cc2)c1C(=O)N1CCCCC1	30.5	0.2	-0.3	4.0	i	-3.0	4.7	1.4	0.9	-7.7
CCN(CC(=O)Nc1ccc(NC(C)=O)cc1)C(=O)/C=C/c1cn(-c2ccccc2)nc1-c1ccc(C)cc1	27.5	-12.1	19.7	33.1	i	-0.4	-15.8	1.2	-2.2	-6.4
CC(C)Oc1ccc(C(=O)NCc2cccs2)cc1	45.8	-84.7	16.2	19.7	i	2.9	-116.6	2.7	-1.2	-3.4
COc1ccc(-n2c(C)cc(C(=O)COC(=O)Cc3n[nH]c(=O)c4ccccc34)c2C)cc1	3.0	-2.1	-3.2	25.1	i	0.2	-30.6	1.8	-0.2	-3.1
CC1=NN(c2ccc(C)cc2)C(=O)/C1=C\c1ccc(Br)s1	13.9	-65.5	-3.0	0.9	i	6.8	3.0	1.7	-3.8	-5.0
CN1CCCN(Cc2cccc3ccccc23)CC1	4.4	13.9	1.8	9.3	i	-5.3	-2.4	-2.9	5.3	-4.1
CC(C)NC(=O)C(=O)Nc1ccc2c(c1)N(S(=O)(=O)c1cccs1)CCC2	-6.2	12.7	-1.6	4.4	i	·	·	-0.6	1.9	·
CCOc1ccc(N(CC(=O)NCc2ccccc2Cl)S(=O)(=O)c2c(C)noc2C)cc1	29.3	-4.1	17.6	-0.8	i	9.9	-10.9	1.6	-1.1	-4.0
Cn1c(SCC(=O)NCCc2ccccc2)nnc1-c1ccco1	6.3	10.3	-7.9	15.9	i	0.2	5.7	-3.6	-1.0	3.9
Cc1nnc(NC(=O)Cc2ccc(OCc3c(C)noc3C)cc2)s1	6.4	-16.4	12.3	12.5	i	6.7	-8.5	0.4	-1.6	8.9

Single entries from above:
Value of CC(C)NC(=O)C(=O)Nc1ccc2c(c1)N(S(=O)(=O)c1cccs1)CCC2 in GSK3B inh: -0.6
Value of Cc1nnc(NC(=O)Cc2ccc(OCc3c(C)noc3C)cc2)s1 in GSK3 alpha inh: -1.6
